# Assay outcomes from PubChem BioAssay.
# NPC1 promoter act: activates the NPC1 promoter | Huh7 NPC1 promoter luciferase reporter, 24 h | Potency, µM (highest dose often 9.22 µM), without a hit: top-dose activation, most hits filed as activators | actives 2.4% (n = 320,000) | AID 485313;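 note: % of control where 0% means no effect; nearly all actives have a fitted effect of over 60% in size; reporter is driven by a mutant NPC1 promoter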
#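 Cells: Huh7 expressing luciferase under the NPC1 promoter, 1500/well. Seeded 2 h, compound added, incubated 24 h at 37 °C. Luciferase reagent, 10 min ambient, then luminescence.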
# p53 reactivator: restores transcriptional activity of mutant p53 | H1299 p53-A138V BP100-luciferase reporter, luminescence, 24 h | Potency, µM (series often up to 92.2 µM), for the others: top-dose activity change, positive = activation, actives largely listed as activators | AID 504706 | actives 0.063% (n = 320,000); note: % of control where 0% means no effect; nearly all actives have a fitted effect of over 45% in size
#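 H1299 (p53-null), stable ts p53-A138V + BP100-Luc; 1000 cells/well, Opti-MEM/10% FBS; cpd 4 pt, 1:5; 24 h, 37 deg C, 5% CO2; detection reagent 10 min RT; luminescence.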
# ELG1 genotox: inducers of genotoxicity in HEK293T ELG1-luciferase cells; HEK293T ELG1-luciferase reporter, luminescence, 16 h; Potency, µM (highest dose often 46 µM), for inactives: top-dose activity change, positive = activation, actives largely listed as activators; actives 1.3% (n = 330,000); AID 504466; note: % of control where 0% means no effect; nearly all actives have a fitted effect of over 60% in size
#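 Quantitative HTS format in 1536-well plates. HEK293T ELG1-luciferase reporter cells receive test compound and are incubated 16 hr at 37 °C, 5% CO2; ONE-Glo added, 30 min room temperature, then luminescence read.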
# RORgamma inh: inhibitors of mouse ROR gamma transcriptional activity; P51450; actives 5.4% (n = 310,000); Potency, µM (titrated, usually from 53.6 µM), for the others: top-dose activity change, negative = inhibition, actives largely listed as inhibitors; Drosophila S2 Gal4-RORgamma UAS-luciferase reporter, 20 h; note: % is set by controls: 0 for no effect and ±100 for the full control effect; nearly all actives have a fitted effect of over 60% in size
# Target sequence (P51450 whole entry, looked up, the tested form may be a part): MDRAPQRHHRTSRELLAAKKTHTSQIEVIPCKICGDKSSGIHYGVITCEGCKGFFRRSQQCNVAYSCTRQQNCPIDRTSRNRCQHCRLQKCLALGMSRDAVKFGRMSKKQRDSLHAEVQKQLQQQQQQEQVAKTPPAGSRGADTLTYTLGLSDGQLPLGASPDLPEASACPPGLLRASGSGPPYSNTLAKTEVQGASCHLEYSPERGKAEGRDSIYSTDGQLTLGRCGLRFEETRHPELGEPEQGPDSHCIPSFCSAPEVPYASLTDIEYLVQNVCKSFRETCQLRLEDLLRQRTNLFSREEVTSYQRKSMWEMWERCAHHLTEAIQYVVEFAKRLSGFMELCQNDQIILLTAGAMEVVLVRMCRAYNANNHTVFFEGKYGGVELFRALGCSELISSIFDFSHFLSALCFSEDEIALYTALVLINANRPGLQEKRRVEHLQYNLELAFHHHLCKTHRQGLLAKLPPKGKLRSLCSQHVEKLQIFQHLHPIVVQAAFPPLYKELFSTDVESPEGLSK
#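 Schneider cells (Drosophila), stable Gal4 DBD–ROR gamma + UAS-luc; 1 hr cmpd preincubation; Cu2+ induction 700 uM final; 20 hr ambient; luminescence.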
# MBNL1 CUG block: blocks human MBNL1 binding to CUG repeat RNA | TR-FRET MBNL1-His/biotin-(CUG)12 binding, 665/545 ratio | Potency, µM (series often up to 57.5 µM), without a hit: at the top dose activity change, negative = inhibition, hits mostly inhibitors | actives 0.036% (n = 280,000) | AID 2675; active = well fitted inhibition curve with a large enough effect in the signal ratio, with a control signal flat, not every such curve was filed as active; inconclusive = small, poorly fitted or top-dose-only effect, or effect the other way, or a change in a side signal; inactive = no such curve, though single readings can be large or run the other way; the % refers to the signal ratio; note: % is set by controls: 0 for no effect and ±100 for the full control effect
#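 MBNL1-His + Biotin-(CUG)12, cpd titration 92 nM–58 uM; Tb anti-His Ab 0.055 ng/ul, SA-XL665 5 nM (final); 60 min RT; ratiometric 665/545 nm, Ex 340 nm; normalized to buffer and full-complex controls.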
# MLL CXXC-DNA inh: inhibitors of human MLL CXXC domain-DNA interaction. MLL-CXXC / FITC-HOXA9 DNA fluorescence polarization. Potency, µM (titrated, usually from 115 µM), inactives show at the top dose activity change, negative = inhibition, most hits filed as inhibitors. actives 0.037% (n = 290,000); active = well fitted inhibition curve with a large enough effect in the polarisation, with a control signal flat, not every such curve was filed as active; inconclusive = small, poorly fitted or top-dose-only effect, or effect the other way, or a change in a side signal; inactive = no such curve, though single readings can be large or run the other way; the % refers to the polarisation
#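 Purified MLL-CXXC (added from a 7 uM solution) was preincubated 5 min at ambient with pinned compounds in 50 mM Tris-HCl pH 7.5, 50 mM NaCl, 1 mM DTT, 0.05% BSA. Fluorescein-labeled HOX-A9 DNA (50 nM solution) followed, 30 min, then polarization read.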
# BRCA1 expr act: activators of BRCA1 expression | MCF7-BRCA1-FFLuc reporter, luminescence, 48 h; response scale: scaled: vehicle 0%, 10 µM genistein 100% | Potency, µM (titrated, usually from 46.1 µM), for the others: at the highest dose activation, usual class: activators | actives 1.1% (n = 380,000) | AID 624202; note: nearly all actives have a fitted effect of over 80% in size; some results filed as inactive show a strong effect at the top dose
#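 48 h compound treatment of MCF7-BRCA1-FFLuc cells (phenol-red free MEM, 37 °C), then 15 min with luciferase substrate and luminescence imaging.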
# Rab9 promoter act: Rab9 promoter activation | Huh7 Rab9 promoter-luciferase reporter, luminescence, 24 h | Potency, µM (doses to about 9.22 µM), without a hit: top-dose activation, negative = inhibition, usual class: activators | actives 2.8% (n = 320,000); note: % of control where 0% means no effect; nearly all actives have a fitted effect of over 60% in size
#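 Quantitative HTS format; Huh7 Rab9-luciferase reporter cells (1500/well) receive compound 2 h post-plating, incubate 24 h at 37 °C, then get luciferase reagent for 10 min before luminescence reading.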
# VP16 counter: Gal4-VP16 reporter inhibition counter-screen | Drosophila S2 Gal4-VP16 UAS-luciferase, luminescence, 20 h | Potency, µM (series often up to 53.6 µM), for inactives: top-dose activity, negative = inhibition, hits mostly inhibitors | actives 3.5% (n = 310,000) | AID 2546;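 note: Gal4-VP16 expression switched on by copper sulfate through the metallothionein promoter; % is set by controls: 0 for no effect and ±100 for the full control effect; nearly all actives have a fitted effect of over 50% in size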
# uPA generation: inhibitors of cell surface uPA generation | actives 0.31% (n = 330,000) | cell surface uPA generation assay, qHTS | Potency, µM (titrated, usually from 38.3 µM), without a hit: at the highest dose activity change, negative = inhibition, actives largely listed as inhibitors | AID 540303; active = well fitted inhibition curve with a large enough effect; inconclusive = small, poorly fitted or top-dose-only effect; inactive = no such curve, though single readings can be large or run the other way; tested in mouse RAW 264.7 cells; note: % is set by controls: 0 for no effect and ±100 for the full control effect; nearly all actives have a fitted effect of over 55% in size
# FLuc modulator: firefly luciferase modulation, counter-screen for miR-21 project | Potency, µM (doses to about 57.5 µM), for inactives: top-dose activity change, negative = inhibition, usual class: inhibitors | purified FLuc, Km substrates, luminescence inhibition | actives 6.9% (n = 360,000) | P08659 | AID 588342;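 note: plate controls were vehicle for no effect and reference inhibitor for full effect; nearly all actives have a fitted effect of over 55% in size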
# Target sequence (P08659 whole entry, looked up): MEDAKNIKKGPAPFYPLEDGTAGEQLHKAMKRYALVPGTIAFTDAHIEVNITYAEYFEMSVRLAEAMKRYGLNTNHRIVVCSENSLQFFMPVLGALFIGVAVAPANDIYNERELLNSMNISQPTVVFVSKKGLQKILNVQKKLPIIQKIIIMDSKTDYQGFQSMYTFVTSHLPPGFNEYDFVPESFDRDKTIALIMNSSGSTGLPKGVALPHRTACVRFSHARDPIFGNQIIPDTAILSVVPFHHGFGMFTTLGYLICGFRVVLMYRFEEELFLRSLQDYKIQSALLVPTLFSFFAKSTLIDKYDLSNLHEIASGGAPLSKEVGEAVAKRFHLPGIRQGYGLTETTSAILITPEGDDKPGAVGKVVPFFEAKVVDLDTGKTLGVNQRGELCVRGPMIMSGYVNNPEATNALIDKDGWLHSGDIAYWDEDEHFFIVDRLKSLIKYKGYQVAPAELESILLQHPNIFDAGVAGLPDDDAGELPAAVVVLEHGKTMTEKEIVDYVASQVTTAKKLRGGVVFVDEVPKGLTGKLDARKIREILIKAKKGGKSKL
#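 Purified P. pyralis luciferase (10nM final) with 10uM D-luciferin and 10uM ATP (Km levels) in 50mM Tris acetate pH 7.5, 10mM Mg acetate, 0.01% Tween-20, 0.05% BSA; qHTS 6-point titration, ~60 µM downward; luminescence read.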
# Starred values were filed as active, the others as inactive; u = inconclusive; x = not tested or not shown; & = joins results of further samples; [ ] = dose if it differs, or a comment. Unless noted, calls come from the whole dose curve; as a rule, active = well fitted curve in the direction sought with a large enough effect; inconclusive = small, poorly fitted or top-dose-only effect, or another doubt; inactive = no such curve, though single readings can be large; an effect the other way counts as inactive or inconclusive. Potency is the fitted concentration of half-maximal effect.
# Values run as follows: NPC1 promoter act	p53 reactivator	ELG1 genotox	RORgamma inh	MBNL1 CUG block	MLL CXXC-DNA inh	BRCA1 expr act	Rab9 promoter act	VP16 counter	uPA generation	FLuc modulator
[1] CCOC(=O)Cn1cc(C=O)c2ccccc21
 : -0.9%	-1.9%	-2.7%	0.0%	7.7%	1.9%	-6.6%[1.84 µM]	2.2%	-0.7%	1.3%	-2.6%[2.3 µM]
[2] O/N=C/c1ccc(OCc2ccccc2)c(Cl)c1
 : u	u	16.4µM*	-6.4%	0.6%	2.5%	10µM*	3.55µM*	u	-2.7%	4.78µM*
[3] Cc1ccc(S(=O)(=O)N/N=C/c2c(C)nn(-c3ccccc3)c2C)cc1
 : -0.6%	-4.5%	-2.4%	4.6%	3.5%	0.1%	7.5%	-2.0%	4.0%	-0.3%	1.4%
[4] CC(C)c1ccc(NC(=O)C2CCCN(S(=O)(=O)c3cnc[nH]3)C2)cc1 (configuration not stated)
 : 0.3%	-4.7%	4.8%	38.7%	-0.2%	-6.5%	0.7%	-2.2%	2.8%	-5.3%	u
[5] CC(=O)Nc1ccc(NC(=O)C2CCC(CNS(=O)(=O)c3cccc4nsnc34)CC2)cc1 (configuration not stated)
 : -0.8%	10.5%	-1.2%	-0.4%	u	8.2%	6.9%	-4.0%	11.0%	4.2%	0.7%
[6] CCn1ccc(C(=O)NC2CCCC2)n1
 : 1.5%	-0.4%	6.8%	-41.8%	-5.2%	0.7%	9.7%	7.5%	-5.3%	1.1%	0.7%
[7] Cc1cc(NC(=O)CSc2nnc(CNC(=O)c3cccc(C(F)(F)F)c3)o2)no1
 : 1.1%	15.6%	0.9%	-10.8%	2.8%	-3.3%	0.3%	1.2%	2.2%	-0.5%	7.2%
[8] Cc1nc(N2CCCCC2)sc1C(=O)c1ccc(SCCO)c([N+](=O)[O-])c1
 : -3.9%	u	-9.6%	43.1%	u	19.9%	-44.4%	2.2%	-5.5%	5.7%	-18.3%
[9] Cc1ccc(SCCNC(=O)c2ccc(C)c([N+](=O)[O-])c2)cc1
 : -3.2%	-3.5%	-3.5%	19.5%	9.5%	-3.4%	-20.7%	4.5%	-6.7%	-1.9%	5.9%
[10] CN(CCOc1ccccc1)CCOc1ccccc1
 : -2.6%	8.4%	0.5%	-14.1%	-1.6%	-8.8%	-3.8%	-3.5%	-7.9%	-3.1%	-1.0%
[11] O=C(c1ccco1)N1CCN(C(c2ccc(F)cc2)c2nnnn2Cc2cccs2)CC1 (configuration not stated)
 : 0.4%	-1.4%	-2.4%	u	8.4%	11.5%	-7.4%	5.0%	-20.4%	0.6%	1.2%
[12] CCCCn1c(=O)c(CC(C)=O)nc2ccccc21
 : u	-3.3%	-0.6%	3.7%	11.4%[11.5 µM]	6.7%	-14.6%	u	-5.1%	-5.8%	-0.6%
[13] CCOc1cc(/C=C(\C#N)C(=O)NCc2cccnc2)ccc1O
 : -2.2%	-3.2%	-5.3%	10.9%	16.5%	17.2%	-3.4%	1.1%	8.0%	25.4%	-7.1%
[14] CC1(C)NC(=O)N(CC(O)Cn2nnc3ccccc32)C1=O (configuration not stated)
 : 0.5%	5.1%	7.4%	u	2.3%	1.1%	12.6%	-7.3%	18.2%	3.8%	-1.8%
[15] O=S1(=O)NC(=NCc2ccccc2)c2ccccc21
 : 0.5%	-2.4%	-1.6%	-10.8%	-2.9%	1.3%	-29.3%	0.6%	-5.3%	x	0.2%
[16] Cn1c(Cc2ccccc2)nnc1SCC(=O)Nc1ccc(N2CCOCC2)cc1
 : 9.1%	12.7%	2.3%	3.4%	5.8%	15.7%	-0.5%	4.8%	2.0%	-12.1%	u
[17] COc1ccc(Nc2ccc(S(=O)(=O)N3CCCCC3)cc2[N+](=O)[O-])cc1Cl
 : -9.1%	7.0%	-2.4%	32.6%	14.1%	15.6%	-43.6%	-0.9%	-9.0%	0.6%	-2.2%
[18] Cc1ccc(-c2nc3cc(C)ccc3o2)cc1
 : u	x	0.517µM*	11.2µM*	1.1%	7.0%	u	0.631µM*	14.1µM*	-5.4%	0.169µM*
[19] Cc1ccc(C(=O)COC(=O)c2cc(Cl)nc3ccccc23)cc1C
 : -6.5%	6.8%	0.2%	11.9%	5.4%	1.0%	-16.4%	-7.3%	-5.1%	x	15.1µM*
[20] CN(CC(=O)Nc1ccc(Cl)c(S(=O)(=O)N2CCOCC2)c1)C(=O)c1cccs1
 : -3.8%	-6.4%	2.1%	x	x	x	-2.4%	-6.5%	x	-5.1%	4.6%
[21] COC(CNC(=O)c1ccc2nc3ccccc3c(=O)n2c1)OC
 : 8.5%	3.7%	-0.5%	-29.1%	u	46.4%[activator]	12.8%	6.8%	1.4%	-4.1%	5.2%
[22] O=C(Cc1ccccc1)Nc1ccccc1C(=O)Nc1ccc(C(=O)O)cc1
 : -1.4%	3.4%	4.1%	-14.6%	-6.6%	0.7%	-1.9%	-2.9%	-2.8%	4.8%	-1.3%
[23] COc1ccc(C2/C=C\CN(C(=O)C3CCCC3)CC(=O)N2Cc2ccc(F)cc2)cc1 (configuration not stated)
 : -0.6%	0.9%	1.1%	35.0%&4.6%	10.4%	1.9%	-9.8%	-1.2%	4.2%&1.2%	-3.1%	0.4%
[24] S=c1[nH]nc(-c2ccco2)n1/N=C/c1ccc(Br)s1
 : -2.7%	1.0%	0.7%	11.2µM*	3.5%	-8.9%	-1.5%	5.1%	u	x	-3.5%
[25] COc1ccc(-c2nnn(CC(=O)NCCc3ccc(OC)c(OC)c3)n2)cc1
 : -3.2%	1.3%	0.8%	21.2%	3.9%	24.0%	9.0%	-3.1%	2.6%	3.9%	4.8%
[26] CC(C)(C)Cc1nnc(NC(=O)c2ccc([N+](=O)[O-])cc2)s1
 : u	u	13.0%	u	15.8%	9.4%	5.62µM*	u	15.0%	2.6%	-17.3%
[27] COc1ccc(NC(=O)N2CCCC2C(=O)Nc2ccc(C)cc2C)cc1 (configuration not stated)
 : 0.4%	-3.7%	4.8%	0.1%	-1.8%	1.6%	-20.8%	-1.0%	-4.4%	-0.6%	-0.7%
[28] C=CCOC(=O)C1=C[C@@H](c2ccccc2)[C@H](CCCO)[C@@H](OCC)O1
 : 1.7%	-5.9%	-0.1%	5.2%	-14.9%	-3.0%	-51.8%	0.2%	2.1%	u	0.6%
[29] CC(=O)Nc1ccc(S(=O)(=O)N2CCN=C2SCc2cccnc2)cc1
 : -0.4%	0.2%	-2.4%	29.8%	-5.3%	3.7%	2.7%	-0.8%	7.3%	-4.6%	-5.6%
[30] O=C(CC1C(=O)NCCN1Cc1ccc(-c2ccccc2)cc1)NCCOc1cccnc1 (configuration not stated)
 : -7.1%	2.7%	-8.8%	2.8%	1.3%	-4.1%	-3.8%	-7.7%	20µM*	-8.5%	-10.0%
[31] CN(NC(=O)CN1C(=O)c2ccccc2C1=O)C1=NS(=O)(=O)c2ccccc21
 : -1.5%	0.7%	0.3%	-2.1%	6.3%	-5.3%	-2.9%	7.9%	0.2%	1.3%	-12.1%
[32] CC(=O)c1ccc(OC(C)C(=O)NC2CCCCC2C)cc1 (configuration not stated)
 : -4.9%	u	2.2%	x	x	x	-9.2%	4.2%	x	8.5%	-0.9%
[33] COC(=O)/C=C1\S/C(=N/NC(=O)c2ccccc2)NC1=O
 : -0.1%	-2.7%	7.8%	11.2µM*	u	-3.5%	5.5%	-1.3%	11.2µM*	2.0%	u
[34] O=S(=O)(c1ccc2ccccc2c1)N(CC(O)COCc1ccco1)c1ccccc1 (configuration not stated)
 : x	x	x	u	1.0%	-2.4%	-35.7%	x	-17.6%	x	4.4%
[35] Cc1ccc(C2C(C(=O)O)c3ccccc3C(=O)N2C)o1 (configuration not stated)
 : 16.5%	1.2%	0.1%	-4.4%	-1.1%	9.6%	-2.1%	-19.4%	3.4%	-5.2%	0.6%
[36] CCC(C)NS(=O)(=O)c1ccc(NS(C)(=O)=O)cc1 (configuration not stated)
 : 3.2%	13.1%	-7.0%	-29.8%[0.365 µM]	0.9%	2.2%	-2.7%	-6.5%	x	5.7%	0.0%
[37] O=C(NCCSc1ccc(Br)cc1)c1ccccc1
 : -2.4%	-0.8%	1.1%	-0.3%	1.5%	-0.6%	13.6%	0.8%	-2.4%	1.3%	-11.3%

# These rows are one share of the data; the hit share may differ from the screen's.
